Screens from PubChem BioAssay.
KCNH2 3.1 inh: KCNH2 3.1 (human) potassium channel inhibition; U2OS KCNH2 3.1, thallium flux FluxOr; active compounds read low; activity change, % (tested at about 1.8 µM); actives 0.95% (n = 340,000);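 active means maximum activity change below -70%; inconclusive means maximum activity change from -70% to -50%; inactive means maximum activity change above -50%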;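 further: thallium influx rate constant from kinetic fluorescence after stimulation buffer; on the % scale 0 is the no-effect control and ±100 the full control effect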
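Steps: virus added to U2OS suspension (4 h, RT, dark); medium with 10% FBS added, cells plated, 37 C overnight; FluxOr/Red40 loading buffer 45 min RT; stimulation buffer, 2 min kinetic read; rate constant normalized.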
TSHR antag: antagonists of human thyroid stimulating hormone receptor | actives 0.2% (n = 330,000) | activity change, negative = inhibition, % at 11.5 µM | TSHR-expressing cells, TSH-stimulated cAMP HTRF, 2 h; active compounds read low | AID 504810 | P16473;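 active means activity change below a set negative limit, meaning inhibition stronger than a set level, cut at about -70% in these data; inconclusive means activity change between two set negative limits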; further: on the % scale 0 is the no-effect control and ±100 the full control effect
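Inhibition of cAMP made by TSHR-expressing cells under TSH stimulation (4nM final, EC80; 2 h, 37 deg C) is quantified with a one-step lysis HTRF kit, anti-cAMP cryptate versus cAMP-d2.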
A-T KAP1 phos: potential ataxia-telangiectasia treatments restoring KAP-1 phosphorylation. […] A-T fibroblasts, KAP-1 phosphorylation AlphaLISA; neocarzinostatin DNA damage 30 min before lysis. Potency, µM (top dose mostly 57.5 µM), for inactives: top-dose activation, actives largely listed as activators. actives 0.19% (n = 320,000). AID 485349; further: potency means the concentration at half of the fitted maximal effect; % of control where 0% means no effect; nearly all actives have a fitted effect of over 45% in size
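hTERT-immortalized A-T patient fibroblasts ([…]), 500 cells/well in OPTI-MEM, 1% FBS, got compounds for 60 min, then NCS for 30 min at 37C. Lysates were then assayed for phospho-KAP-1 by AlphaLISA (anti-pKAP1 donor, anti-KAP1 acceptor beads), 6 hr at 25C.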
TCR act: activates T cell receptor signaling; primary human leukocytes, anti-CD3, IL-2 HTRF, 48 h; Potency, µM (top dose mostly 9.22 µM), for the others: at the highest dose activation of IL-2 secretion, actives largely listed as activators; 330,000 tested, under 10 active; further: % of control where 0% means no effect
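IL-2 release read by HTRF sandwich (Eu cryptate donor, d2 acceptor, 665 nm emission) after 48 hr exposure of primary human leukocytes to compound together with anti-CD3 beads in the absence of co-stimulatory signals.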
ELG1 repair inh: blocks ELG1-dependent DNA repair in HEK293T cells; HEK293T ELG1-luciferase reporter, luminescence, 16 h; DNA damage induced by 5-fluorouridine; Potency, µM (titrated, usually from 46.1 µM), for the others: at the highest dose activity change, negative = inhibition, actives largely listed as inhibitors; actives 2.3% (n = 330,000); AID 504467; further: potency means the concentration at half of the fitted maximal effect; on the % scale 0 is the no-effect control and ±100 the full control effect; nearly all actives have a fitted effect of over 55% in size
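DMSO vehicle served as the neutral condition. Each well held 2,000 cells given 5-fluorouridine plus compound; after 16 hr at 37 °C/5% CO2, ONE-Glo was added and luciferase measured 30 min later.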
KCNH2 WT inh: inhibitors of human wildtype KCNH2 potassium channel | U2OS, BacMam KCNH2, thallium flux FluxOr; active compounds read low | activity change, % at 1.84 µM | Q12809 | AID 720551 | actives 0.37% (n = 340,000);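 active means maximum activity change below -70%; inconclusive means maximum activity change between -70% and -50%; inactive means maximum activity change above -50%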; further: on the % scale 0 is the no-effect control and ±100 the full control effect
Target sequence (Q12809 whole entry, looked up): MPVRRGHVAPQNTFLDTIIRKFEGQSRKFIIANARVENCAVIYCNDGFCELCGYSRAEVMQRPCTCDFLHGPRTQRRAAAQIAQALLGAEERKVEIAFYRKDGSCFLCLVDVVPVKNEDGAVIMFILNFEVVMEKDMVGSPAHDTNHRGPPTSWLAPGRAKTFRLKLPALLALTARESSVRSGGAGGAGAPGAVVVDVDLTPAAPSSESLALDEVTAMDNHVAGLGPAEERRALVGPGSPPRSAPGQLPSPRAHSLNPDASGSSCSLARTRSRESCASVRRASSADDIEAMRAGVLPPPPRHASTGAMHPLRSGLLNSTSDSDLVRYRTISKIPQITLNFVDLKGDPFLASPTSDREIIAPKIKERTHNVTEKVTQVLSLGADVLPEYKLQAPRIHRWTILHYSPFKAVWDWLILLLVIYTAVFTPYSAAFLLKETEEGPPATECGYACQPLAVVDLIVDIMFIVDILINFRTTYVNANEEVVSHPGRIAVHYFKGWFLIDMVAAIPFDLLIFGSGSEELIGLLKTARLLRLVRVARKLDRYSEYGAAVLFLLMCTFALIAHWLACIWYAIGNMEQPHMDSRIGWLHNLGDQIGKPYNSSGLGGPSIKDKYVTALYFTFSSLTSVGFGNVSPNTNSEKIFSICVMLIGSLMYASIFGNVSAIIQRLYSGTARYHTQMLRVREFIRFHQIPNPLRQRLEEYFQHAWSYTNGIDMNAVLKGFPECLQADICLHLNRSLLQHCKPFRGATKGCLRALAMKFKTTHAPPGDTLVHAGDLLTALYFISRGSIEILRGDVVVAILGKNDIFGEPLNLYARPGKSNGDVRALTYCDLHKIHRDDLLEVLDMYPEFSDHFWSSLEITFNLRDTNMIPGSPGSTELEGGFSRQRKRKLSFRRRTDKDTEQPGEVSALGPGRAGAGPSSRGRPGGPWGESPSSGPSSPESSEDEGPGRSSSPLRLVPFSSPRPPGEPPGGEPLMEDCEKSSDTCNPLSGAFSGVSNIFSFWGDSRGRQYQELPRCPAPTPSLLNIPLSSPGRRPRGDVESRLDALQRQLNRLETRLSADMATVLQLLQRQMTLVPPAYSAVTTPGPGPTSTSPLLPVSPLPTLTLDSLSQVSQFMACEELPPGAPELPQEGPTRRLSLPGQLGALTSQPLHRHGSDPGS
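U2OS cells were transduced with wild-type KCNH2 virus (2.03 x 10^8 / mL) for 4 h at room temperature, then cultured overnight at 37 C. Thallium flux was read with FluxOr dye. Rate constants were normalized to DMSO controls.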
Eya2 phos inh: Eya2 (human) phosphatase inhibition. O00167. recombinant Eya2, OMFP fluorescence dephosphorylation (OMFP is methylfluorescein phosphate). Potency, µM (top dose mostly 76.9 µM), for inactives: at the top dose activity, negative = inhibition, hits mostly inhibitors. actives 0.006% (n = 330,000); further: potency means the concentration at half of the fitted maximal effect; on the % scale 0 is the no-effect control and ±100 the full control effect
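Eya2 (0.2 uM) preincubated 10 min at ambient with compound, then OMFP substrate added at 50 uM; 10 min reaction in 50 mM HEPES pH 7.5, 50 mM NaCl, 5 uM MgCl2, 0.05% BSA, 1 mM DTT. Fluorescence read at Ex 485/Em 525 nm.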
Mito fusion yeast: inhibitors of mitochondrial division or activators of mitochondrial fusion. AID 485298. actives 0.23% (n = 320,000). S. cerevisiae fusion-defective mutant growth rescue, CellTiterGlo 48 h. Potency, µM (highest dose often 46.1 µM), for the others: at the highest dose growth rescue (activation), usual class: activators;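 further: potency means the concentration at half of the fitted maximal effect; % of control where 0% means no effect; nearly all actives have a fitted effect of over 45% in size; temperature-sensitive fusion mutants such as fzo1-1 at 37 °C on non-fermentable ethanol glycerol medium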
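Compounds are tested for their ability to restore growth of mitochondrial fusion-defective yeast strains at non-permissive 37C in YPEG medium over 48 hours. Viability is quantified by luciferase luminescence.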
USP2a block: USP2a (human) protease inhibition. Potency, µM (series often up to 38.3 µM), without a hit: at the highest dose activity change, negative = inhibition, usual class: inhibitors. actives 0.01% (n = 330,000). O75604. USP2 core, Ub-CHOP2 coupled fluorogenic reporter, 485/531;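 further: potency means the concentration at half of the fitted maximal effect; plate controls were DMSO wells for no effect and full inhibition by NEM control for full effect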
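Cell-free coupled assay: 10nM USP2 core preincubated 30min RT with compound in Tris-HCl pH 8.0/CaCl2/CHAPS buffer, then 25nM Ub-CHOP2 and 25nM reporter substrate; fluorescence (Ex 485/Em 531) read after 60min RT, normalized to NEM inhibition, concentration-response curves fitted.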
TRPV1 agonist: agonists of human vanilloid receptor 1 (TRPV1). TRPV1-expressing cells, Fluo-8 calcium influx, agonist mode. activation, % at 8.33 µM. actives 0.19% (n = 320,000). Q8NER1. AID 540275; in the data active means activation above about 80%; inconclusive means between about 30% and that limit; further: 0% is about no effect
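Cells expressing TRPV1 were dye-loaded with Fluo-8 and read kinetically: 10 s baseline, 3 min after compound (agonist portion), then 2 min after EC20 capsaicin (allosteric enhancer portion). Calcium-bound dye fluorescence at 480/520 nm.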
Starred values were filed as active, the others as inactive; u = inconclusive; x = no result given; [ ] = remark or other dose. Unless noted, the call rests on the fitted dose curve; in most records, active means well fitted curve in the direction sought with a large enough effect; inconclusive means small, poorly fitted or top-dose-only effect, or another doubt; inactive means no such curve, though single readings can be large; an effect the other way counts as inactive or inconclusive. Only part of the results is shown; the hit share may differ from the screen's.

SMILES	KCNH2 3.1 inh	TSHR antag	A-T KAP1 phos	TCR act	ELG1 repair inh	KCNH2 WT inh	Eya2 phos inh	Mito fusion yeast	USP2a block	TRPV1 agonist
COc1ccccc1C(=O)NNC(=O)C(=O)NC(C)C	10	0	3%	x	5%	-13	3%	-1%	-2%	-1
CCC(C)Nc1nc(Cl)nc(NCCOc2ccccc2)n1 (stereo not drawn)	-6	-2	7%	-4%[46.1 µM]	u	-7	-11%	20%	2%	8
NC(=O)NC(=O)C(Nc1ccc2c(c1)CCC2)c1ccccc1 (stereo not drawn)	5	-6	2%	0%	-4%	-6	3%	4%	1%	-1
Nc1nccnc1C(=O)OCC(=O)NNC(=O)c1ccccc1	5	-1	-3%	-4%	11%	0	-3%	0%	3%	-2
CCN(CC)CCSc1nnc(Nc2ccccc2)n1-c1ccccc1	-7	3	1%	1%	18%	17	-5%	-3%	0%	7
Cc1cc(C)c(NC(=O)CN)c(C)c1	-18	7	-1%	2%	-9%	14	5%	0%	2%	-2
CCCCCNC(=O)c1ccc(NS(=O)(=O)c2ccc3[nH]c(=O)[nH]c3c2)cc1	x	6	-3%	-66%	-8%	4	-6%	2%	3%	1
CCN(CC)CCN(C(=O)/C=C/c1cccs1)c1nc2ccc(F)cc2s1	-28	18	1%	11%	5%	-22	-4%	-16%	-1%	1
CCOC(=O)Cn1nc(C)c(NC(=O)COc2ccc([N+](=O)[O-])c(C)c2)c1C	-15	-3	0%	2%	u	-13	-10%	-4%	0%	-2
CC(/C=N/NC(=O)c1cc(-c2cccnc2)nc2c1c(C)nn2-c1ccccc1)=C\c1ccccc1	-27	-2	-2%	-1%[46.1 µM]	5.8µM*	5	-1%	8%	4%	0
CCOC(=O)c1c(C)[nH]c(C(=O)OCC(=O)Nc2cc(C)c(Cl)cc2OC)c1C	2	3	2%	7%	u	-6	1%	-2%	3%	0
CCOC(=O)C1CCN(c2c(NCc3ccc(C(=O)NC(C)CC)cc3)c(=O)c2=O)CC1 (stereo not drawn)	4	-8	5%	-3%	-2%	-2	-2%	-2%	-2%	0
COc1cc(C(=O)NCCSc2ccc(F)cc2)cc(OC)c1OC	35	-6	-4%	-3%	u	1	6%	2%	0%	8
CCN(CC)S(=O)(=O)c1ccc(Cl)c(C(=O)NC)c1	-11	2	-13%	2%	6%	-10	-6%	1%	0%	0
COc1ccc(C(=O)NCc2ccccn2)cc1	-6	1	3%	-5%[46.1 µM]	26%	4	11%	-5%	11%	2
Cc1ccc(NN=Nc2nc3c([nH]2)c(=O)n(C)c(=O)n3C)cc1	26	5	-4%	12%[46.1 µM]	u	7	-3%	-4%	1%	1
COc1ccc(CN2CCN(CCCc3ccccc3)C(CCO)C2)cc1OC (stereo not drawn)	-33	0	0%	x	-14%	32	-2%	-1%	0%	-1
Nn1cnnc1N/N=C/c1cc([N+](=O)[O-])c(Cl)cc1Cl	-11	11	-6%	-6%	23%	3	-3%	-4%	0%	-4
O=C(CN1CCN(c2ccc(C(F)(F)F)cn2)CC1)Nc1ccc2c(c1)OCO2	6	9	24%	-4%	-2%	0	-6%	0%	1%	26
O=C(NCCCN1CCCC1=O)c1cc(=O)c2ccccc2o1	-1	12	-6%	-1%	5%	-3	10%	-1%	0%	-1
O=C(COC(=O)/C=C/c1ccc(OC(F)F)cc1)NC1CCCCCC1	-11	-6	-4%	-3%[46.1 µM]	13%	13	3%	x	2%	x
O=C(NC1CCCc2ccccc21)c1c(F)cccc1Cl (stereo not drawn)	1	6	-4%	-4%	0%	-1	4%	-14%	2%	-3
COc1ccc(Cl)cc1NC(=O)CN(C)C1CCCCC1	8	-9	7%	-3%	-4%	18	-2%	7%	1%	26
COCCCNc1ncnc2c1cnn2-c1ccc(C)cc1C	17	-9	-3%	x	u	4	10%	4%	-1%	12
C=C(C)Cn1c(N2CCCC2)nc2c1c(=O)n(C)c(=O)n2C	14	6	9%	-10%	-9%	-7	-3%	0%	0%	-1
CN1CCN(C(=S)Nc2ccc(Cl)cc2)CC1	3	-1	4%	-6%	6%	-5	-3%	-5%	-2%	2
O=C(O)CCCCCNC(=O)/C=C/c1ccco1	-2	-4	0%	1%	1%	-1	3%	0%	3%	0
Cc1c(Cl)cccc1NC(=O)CSc1ccc(-c2cccnc2)nn1	-5	2	6%	-6%	u	18	2%	21%	1%	6
Cc1c(C(=O)c2ccc(Cl)cc2[N+](=O)[O-])c2ccccn2c1CCC#N	15	22	x	1%[46.1 µM]	-2%	6	6%	u	-4%	-3
CCOc1cccc(C(=O)Nc2nccs2)c1	17	0	x	2%[46.1 µM]	u	0	2%	5%	1%	3
Cc1cc(=O)oc(C)c1C(=O)NCCN(C)Cc1ccccc1	-16	3	1%	2%	0%	5	16%	17%	4%	3
CCN(C(=O)COC(=O)c1cc(-c2cccs2)nc2ccccc12)C1CCS(=O)(=O)C1 (stereo not drawn)	8	5	1%	14%	-6%	5	6%	-1%	-2%	5
CC(OC(=O)CC(C)c1ccccc1)C(=O)Nc1ccc(Cl)cn1 (stereo not drawn)	-1	-40	14%	-3%	15%	-1	-23%	1%	-1%	25
O=C(NCc1ccccn1)C1CN(S(=O)(=O)c2ccccc2)CCN1S(=O)(=O)c1ccccc1 (stereo not drawn)	-2	-5	7%	-11%	2%	-4	5%	0%	-1%	2
O=C(Nc1nc2ccccc2c2nc3ccccc3n12)c1ccc(F)cc1	x	-8	4%	-1%[46.1 µM]	-26%	x	-3%	0%	-4%	-4
O=C(c1cc(-c2ccccn2)nc2ccccc12)N1CCN(c2ncccn2)CC1	-21	2	3%	-1%	-10%	x	0%	15%	10%	-1
COc1ccccc1/C=N/NC(=S)Nc1cccnc1	-9	20	-4%	-3%	15%	0	-28%	-7%	3%	-2
COCC(=O)Nc1ccc(S(=O)(=O)Nc2ccccn2)cc1	4	-1	1%	-4%	9%	x	0%	9%	1%	1
N#Cc1ccsc1NC(=O)CSc1nnnn1-c1ccc(O)cc1	3	5	1%	-2%	17%	-9	5%	4%	3%	-4
COc1ccc(CCNC(=O)CSCc2ccc([N+](=O)[O-])cc2)cc1OC	-206*	1	0%	-2%[46.1 µM]	-9%	-129*	0%	-1%	2%	-2
CN(C)c1cccc(C(=O)N/N=C/c2ccccc2F)c1	3	-5	-4%	2%	u	-37	-21%	-8%	1%	19
O=C(CNC(=O)c1ccccc1)NCC(=O)OCC(=O)c1ccc([N+](=O)[O-])cc1	3	-9	-6%	3%[46.1 µM]	1%	4	0%	-8%	1%	-2
COc1ccc(C(CNC(=O)c2ccccc2C)N2CCCC2)cc1 (stereo not drawn)	7	1	4%	-5%	7%	-9	-14%	0%	-1%	2
COc1cccc(C(c2sc3ncnn3c2O)N2CCN(C(=O)c3ccco3)CC2)c1 (stereo not drawn)	14	-7	5%	0%[46.1 µM]	0%	-4	-17%	1%	-5%	-1
C/C(Cl)=C/Cc1c(C)[nH]c2c(ccc3ccccc32)c1=O	8	-7	4%	-1%	21%	-13	-5%	5%	2%	20
CC1=NOC(=O)/C1=C\c1ccc(-c2ccc(Cl)c(C(=O)O)c2)o1	0	0	2%	0%	-2%	-6	12%	-4%	-2%	-2
CN(C)/C=N/NC(=O)C1Cc2c(ccc3ccccc23)O1 (stereo not drawn)	3	-8	13%	-4%	2%	-9	2%	-10%	2%	15
CCC1CN(C(=O)NCc2ccc(F)cc2)c2ccccc2O1 (stereo not drawn)	1	-5	14%	2%	-8%	4	-28%	28%	-1%	23
COc1ccccc1N1CCN(C(=O)c2cc3c(=O)n(C)c4ccccc4c3n2C)CC1	11	-13	-29%	10%	16µM*	5	-8%	5%	2%	x
Cc1ccc(C)c(-n2nnnc2Sc2nnnn2-c2ccccc2)c1	0	-12	12%	2%	21µM*	-3	-12%[15.4 µM]	-11%	0%	9
N#Cc1cccnc1N1CCN(C(=O)COCC(=O)O)CC1	-8	4	-6%	1%	16%	0	-6%	1%	-9%	-5

Whole records as entered above. Order of values: KCNH2 3.1 inh, TSHR antag, A-T KAP1 phos, TCR act, ELG1 repair inh, KCNH2 WT inh, Eya2 phos inh, Mito fusion yeast, USP2a block, TRPV1 agonist
Entry for `COc1ccccc1/C=N/NC(=S)Nc1cccnc1` : -9, 20, -4%, -3%, 15%, 0, -28%, -7%, 3%, -2
Entry for `CN1CCN(C(=S)Nc2ccc(Cl)cc2)CC1` : 3, -1, 4%, -6%, 6%, -5, -3%, -5%, -2%, 2
Entry for `O=C(COC(=O)/C=C/c1ccc(OC(F)F)cc1)NC1CCCCCC1` : -11, -6, -4%, -3%[46.1 µM], 13%, 13, 3%, x, 2%, x
Entry for `CCC1CN(C(=O)NCc2ccc(F)cc2)c2ccccc2O1` (stereo not drawn) : 1, -5, 14%, 2%, -8%, 4, -28%, 28%, -1%, 23
